High-throughput results deposited in PubChem BioAssay by National Center for Advancing Translational Sciences (NCATS).
GLP-1R agonist = GLP-1 receptor (human) agonism | Potency, µM (series often up to 45.6 µM), for inactives: top-dose activation, most hits filed as activators | 0.007% of 380,000 active | HEK293 GLP-1R CRE-luciferase, luminescence, 4-6 h; cells express a hypersensitive GLP-1R form | P43220; further: potency means the concentration at half of the fitted maximal effect; % of control where 0% means no effect
Target sequence (P43220 whole entry, looked up): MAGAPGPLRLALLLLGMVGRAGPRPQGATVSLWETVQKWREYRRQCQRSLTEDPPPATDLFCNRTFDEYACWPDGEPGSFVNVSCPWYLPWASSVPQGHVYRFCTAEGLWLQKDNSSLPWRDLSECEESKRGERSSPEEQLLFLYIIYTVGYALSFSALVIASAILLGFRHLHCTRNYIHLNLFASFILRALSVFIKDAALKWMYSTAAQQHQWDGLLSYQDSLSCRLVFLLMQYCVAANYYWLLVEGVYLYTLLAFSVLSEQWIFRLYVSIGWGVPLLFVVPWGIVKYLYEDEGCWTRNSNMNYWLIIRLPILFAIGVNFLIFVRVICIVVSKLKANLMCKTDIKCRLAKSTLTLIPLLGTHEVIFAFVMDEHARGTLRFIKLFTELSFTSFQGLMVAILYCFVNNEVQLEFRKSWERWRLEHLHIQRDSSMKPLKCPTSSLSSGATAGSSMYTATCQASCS
EPAC1 agonist = activates human EPAC1 exchange factor; O95398; EPAC1 agonist qHTS, biochemical assay; response scale: 100% = response to 6.5 mM cAMP; Potency, µM (doses to about 154 µM), without a hit: at the top dose activation, actives largely listed as activators; 0.073% of 360,000 active; AID 720707; further: potency means the concentration at half of the fitted maximal effect; nearly all actives have a fitted effect of over 60% in size
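Nucleotide exchange by EPAC1 (100 nM) on Rap1B–BODIPY-GDP (250 nM) in the presence of 50 uM GDP is tracked fluorescently at 480/540 nm over 30 min. Signals are normalized to a 6.5 mM cAMP control.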
PLK1 PBD block = PLK1 (human) polo-box domain binding inhibition | 2.8% of 360,000 active | Plk1 PBD binding of FITC phosphopeptide, fluorescence polarization | P53350 | Potency, µM, without a hit: max response, negative = inhibition, most hits filed as inhibitors | AID 720504; further: potency means the concentration at half of the fitted maximal effect; series mostly up to about 57 µM; on the % scale 0 is the no-effect control and ±100 the full control effect; nearly all actives have a fitted effect of over 65% in size
EPAC1 antagonist = antagonists of human EPAC1 | AID 720709 | Potency, µM (top dose mostly 115 µM), without a hit: top-dose activity change, negative = inhibition, actives largely listed as inhibitors | 0.14% of 360,000 active | EPAC1 GEF assay, Rap1b-BODIPY-GDP exchange fluorescence;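 further: potency means the concentration at half of the fitted maximal effect; plate controls were vehicle for no effect and positive control for full effect; nearly all actives have a fitted effect of over 50% in size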
PI5P4Ka inh = inhibitors of human PI5P4K alpha; PI5P4Kalpha enzyme, ADP-Glo luminescence, 60 min; hits give low values; P48426; AID 652105; max response, %; 1.2% of 330,000 active; active means max response of -50% or lower; inconclusive means between -30% and -50%; inactive means -30% or higher; further: value at the top dose of about 77 µM; on the % scale 0 is the no-effect control and ±100 the full control effect
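Human PI5P4Kalpha with substrate in 0.038 M HEPES pH 7.4, 0.28 mM EGTA, 0.1% CHAPS, 5% DMSO; reaction started with 5 microM ATP (final), 60 min at room temperature. ADP formed read by ADP-Glo luminescence.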
HEK293 tox = cytotoxic in the GLP-1 receptor inverse agonist counter-screen; HEK293 cAMP-luciferase reporter cells, luminescence, 24 h; Potency, µM (top dose mostly 38.3 µM), inactives show at the highest dose activity change, negative = inhibition, most hits filed as inhibitors; 0.13% of 410,000 active;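 further: loss of luciferase light is scored as toxicity; potency means the concentration at half of the fitted maximal effect; on the % scale 0 is the no-effect control and ±100 the full control effect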
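Quantitative HTS format, 1536 wells, 200 cells/uL seeded. Compounds: 23 nL, 24 h, 37 °C. Detection: luciferase reagent, luminescence at 12 min RT; decreased signal taken as cytotoxic.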
IL2 activator = activators of IL-2; IL-2 activation reporter assay, cell-based qHTS; stimulated with anti-CD3/CD4/CD28 beads; in transgenic mouse T cells; activation, % (series mostly up to about 46 µM); 0.065% of 360,000 active; in the data active means activation above about 50%; inconclusive means mostly about 30% to 49%; further: 0% is about no effect
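First, unstimulated transgenic mouse T cells were exposed to compound for 60 min. Next, anti-CD3/anti-CD4-coated beads with anti-CD28 were added. Finally, after 18 h at 37 degrees C, EGFP and DsRed were imaged.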
GLP-1R inv ag = inverse agonists of human GLP-1 receptor | AID 624417 | HEK293 GLP-1R CRE-luciferase, luminescence, 24 h; GLP-1R form is constitutively active | Potency, µM (series often up to 38.3 µM), inactives show top-dose activity change, negative = inhibition, actives largely listed as inhibitors | P43220 | 1.6% of 410,000 active; further: potency means the concentration at half of the fitted maximal effect; on the % scale 0 is the no-effect control and ±100 the full control effect; nearly all actives have a fitted effect of over 55% in size
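Assay principle: reduced luminescence from a cAMP-responsive reporter in HEK293 cells co-expressing a constitutively active GLP-1R. Conditions: 24 hr compound incubation, 37 deg C, 5% CO2.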
PTHR1 agonist = activates the human parathyroid hormone receptor PTHR1. Potency, µM (top dose mostly 115 µM), without a hit: at the highest dose activation, usual class: activators. AID 743266. 0.075% of 410,000 active. HEK293 GP2 PTHR1 cells, GloSensor cAMP luminescence, 1 h; further: potency means the concentration at half of the fitted maximal effect; nearly all actives have a fitted effect of over 55% in size; some results filed as inactive show a strong effect at the top dose; inactives centre near -15; many of its hits are not listed in these tables
Target sequence (Q03431 whole entry, looked up): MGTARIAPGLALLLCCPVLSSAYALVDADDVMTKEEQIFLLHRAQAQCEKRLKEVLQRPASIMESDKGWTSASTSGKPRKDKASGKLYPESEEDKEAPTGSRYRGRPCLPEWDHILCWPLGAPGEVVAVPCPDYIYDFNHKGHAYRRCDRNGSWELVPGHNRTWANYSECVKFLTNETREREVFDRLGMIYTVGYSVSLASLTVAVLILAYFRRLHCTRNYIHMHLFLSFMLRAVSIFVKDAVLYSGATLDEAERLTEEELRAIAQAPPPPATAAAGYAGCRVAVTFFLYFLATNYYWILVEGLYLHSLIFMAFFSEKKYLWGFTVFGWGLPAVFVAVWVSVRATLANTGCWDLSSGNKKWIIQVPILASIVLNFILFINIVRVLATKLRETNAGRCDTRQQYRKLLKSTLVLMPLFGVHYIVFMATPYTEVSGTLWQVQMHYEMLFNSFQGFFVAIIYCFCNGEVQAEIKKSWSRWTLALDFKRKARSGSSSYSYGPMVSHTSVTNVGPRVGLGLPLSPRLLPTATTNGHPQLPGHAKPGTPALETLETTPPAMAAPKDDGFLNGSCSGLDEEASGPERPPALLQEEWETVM
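HEK-293-derived GP2 cells expressing PTHR1 and a GloSensor cAMP reporter, 3,000/well, plated overnight, given luciferin plus IBMX (each 0.5 mM as added) for 1 h at 37 °C, then compound for 1 h at 37 °C. Luminescence was read after 15 min at room temperature.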
The depositor's hits bear a star; i = inactive; ? = inconclusive; · = not tested or not shown; [ ] = remark or other dose. Unless noted, the call rests on the fitted dose curve; in most records, active means well fitted curve in the direction sought with a large enough effect; inconclusive means small, poorly fitted or top-dose-only effect, or another doubt; inactive means no such curve, though single readings can be large; an effect the other way counts as inactive or inconclusive. Only part of the results is shown (hit frequency here may not be typical).

Each structure is followed by: GLP-1R agonist | EPAC1 agonist | PLK1 PBD block | EPAC1 antagonist | PI5P4Ka inh | HEK293 tox | IL2 activator | GLP-1R inv ag | PTHR1 agonist
> COc1ccc(/C=N/NC(=O)CNC(=O)c2ccc(S(=O)(=O)N3CCCC3)cc2)c(OC)c1
    2% | 3% | -7% | -4% | -7 | 1% | -0.1 | 4% | i
> O=C1CC(/C=C/c2ccc(Cl)cc2)=Nc2ccccc2N1
    3% | -1% | 0% | -1% | -20 | -20% | 0.0 | ? | -30%[inhibitor]
> CCOC(=O)COc1c(C(=O)OC)sc2ncccc12
    6% | 4% | -10% | 3% | 3 | -9% | 1.5 | 2% | -20%
> CC1=C(C(=O)Nc2ccccc2)C(c2ccc(O)cc2)n2nc(SCc3ccccc3)nc2N1 (stereo not drawn)
    1% | · | · | · | · | 7% | · | -7% | -31%[inhibitor]
> C#CCCOC(=O)N1C2=NC(C(=O)OC)=C(C(=O)OC)[C@@H]3N(Cc4ccccc4)c4ccccc4[C@]23C[C@H]1C(=O)OC
    3% | -8% | -16% | -19% | 0 | -11% | -0.3 | -32% | -11%
> Cc1cc(C(F)F)n2nc(C(=O)Nc3ccc(C(C)C)cc3)nc2n1
    1% | · | · | · | · | -2% | · | 1% | -5%
> COc1cccc(N(CC(=O)NCCN2CCOCC2)S(=O)(=O)c2ccccc2)c1
    -8% | 4% | -8% | 2% | -12 | 14% | -2.5 | -11% | -4%
> O=C(NC12CC3CC(CC(C3)C1)C2)N1CCN(S(=O)(=O)c2ccc(Cl)cc2)CC1
    0% | 10% | -1% | 7% | · | -4% | -3.2 | ? | -35%[inhibitor]
> O=C(COC(=O)c1cccs1)c1ccccc1
    -7% | 0% | -2% | 5% | 1 | -11% | 0.0 | 5% | -11%[57.5 µM]
> CCCCC(=O)Nc1c(-c2ccc(OC)c(OC)c2)c(=O)c2ccccc2n1C
    -3% | 10% | -3% | 8% | 6 | -9% | 3.0 | -3% | ?
> CN(C(=O)COC(=O)/C=C/c1ccc(C(F)(F)F)cc1)C1CCS(=O)(=O)C1 (stereo not drawn)
    0% | 5% | -8% | 3% | 11 | -36% | 1.7 | -14% | -23%
> O=C(CN1C(=O)c2ccccc2C1=O)OC(C(=O)c1ccc(Cl)cc1)c1ccccc1 (stereo not drawn)
    -14% | 1% | -12% | 5% | · | -5% | -0.7 | 1% | ?
> COc1ccc(CC(=O)NC(c2ccccc2)c2ccc(C)cc2)c(OC)c1 (stereo not drawn)
    20% | -8% | 5% | 2% | 0 | -18% | 5.4 | 8.9µM* | -7%
> OCCNC(=S)NCCc1ccccc1
    -3% | 3% | -2% | 10% | 0 | -13% | 0.1 | 2% | -8%
> O=C(NCc1ccccc1)C1C(=O)Nc2ccccc2C(=O)N1Cc1ccccc1 (stereo not drawn)
    · | 3% | -10% | -11% | 1 | 1% | -0.2 | -11% | -2%
> CN(C)S(=O)(=O)c1ccc2nnn(O)c2c1
    5% | -8% | 11µM* | 6% | ? | -3% | 1.3 | 6% | i
> COc1cc(C(=O)Nc2ccccc2NC(=O)c2cc(OC)c(OC)c(OC)c2)cc(OC)c1OC
    -2% | 4% | -6% | -9% | -3 | -6% | 6.9 | 2% | i
> O=C(CN1C(=O)C(=O)N(C2CCCC2)C1=O)Nc1ccc(F)cc1F
    6% | 9% | -2% | 4% | 6 | -15% | 2.9 | 7% | i
> CC1(C)CC(=O)C=C(C(=O)N2CCCC(C(=O)c3cc(F)ccc3F)C2)O1 (stereo not drawn)
    4% | -1% | 3% | 8% | 3 | -2% | 2.7 | 0% | -63%[inhibitor]
> COc1ccc(OC)c(CCNC(=O)c2ccc(CS(=O)(=O)c3ccc(Br)cc3)o2)c1
    19% | 13% | -6% | ? | -1 | 4% | -0.5 | ? | i
> COc1cccc(NC(=S)N2CCC(N(C)CC3CCCO3)CC2)c1 (stereo not drawn)
    5% | -3% | -9% | 8% | 4 | -18% | -2.0 | -2% | i
> O=C(COC(=O)c1ccccc1SCC(=O)N1CCCC1)Nc1ccccc1OC(F)F
    15% | 7% | -12% | -12% | 3 | 22% | -4.5 | -10% | -18%
> COCc1cc(C)nc(SCc2ccc(Cl)cc2)c1C#N
    24% | 11% | -3% | -5% | 21 | 35%[activator] | -0.2 | ? | i
> O=C(Cc1ccc(NC(=O)C2CCCN(C(=O)CCc3ccccc3)C2)cc1)Nc1cccc(C(=O)N2CCCCC2)c1 (stereo not drawn)
    -3% | -12% | -3% | 9% | 0 | -3% | -0.5 | -13% | -37%
> O=c1c2ccccc2oc2cc(C#CC3(O)CCCCC3)ccc12
    -6% | -20% | 0% | -1% | -1 | -19% | -0.8 | 1% | -49%[inhibitor]
> Cc1ccc(C(=O)N2CCCC(C(=O)c3ccc(Oc4ccccc4)cc3)C2)cn1 (stereo not drawn)
    10% | -5% | -2% | 4% | 0 | -21% | -2.0 | ? | -23%
> O=c1ccn2c(n1)SC(c1ccccc1)C2 (stereo not drawn)
    -2% | -2% | -1% | 5% | 3 | -11% | -1.1 | 8% | -2%
> O=C(CN1CCOc2ccccc21)NCc1ccco1
    3% | -3% | -14% | -12% | 1 | 17% | -4.1 | 0% | -19%
> COc1ccc(/C=C2\SC(=S)N(N3CCOCC3)C2=O)c(OC)c1
    10% | -6% | -1% | 6% | -6 | -6% | -0.2 | 4% | -3%
> CC(NCc1cccnc1)c1ccccc1 (stereo not drawn)
    24% | -5% | -12% | 1% | 24 | 4% | -0.7 | -2% | -22%

Among those listed so far, these contain a thiophene ring, fused or not:
Each structure is followed by: GLP-1R agonist | EPAC1 agonist | PLK1 PBD block | EPAC1 antagonist | PI5P4Ka inh | HEK293 tox | IL2 activator | GLP-1R inv ag | PTHR1 agonist
> CCOC(=O)COc1c(C(=O)OC)sc2ncccc12
    6% | 4% | -10% | 3% | 3 | -9% | 1.5 | 2% | -20%
> O=C(COC(=O)c1cccs1)c1ccccc1
    -7% | 0% | -2% | 5% | 1 | -11% | 0.0 | 5% | -11%[57.5 µM]

(continued)
smiles | GLP-1R agonist | EPAC1 agonist | PLK1 PBD block | EPAC1 antagonist | PI5P4Ka inh | HEK293 tox | IL2 activator | GLP-1R inv ag | PTHR1 agonist
COc1ccc(C2=CC(c3ccco3)n3ncnc3N2)cc1 (stereo not drawn) | 12% | 24% | 34µM* | 12% | -20 | · | 0.7 | 0% | -5%
Cc1cc(C)c2oc(-c3cccc(N)c3)nc2c1 | 7% | -5% | -7% | -12% | 14 | 17% | -0.8 | 13% | -8%
O=C(CSc1nnc(SCc2ccccc2)s1)NNC(=S)Nc1ccccc1 | -15% | 20% | ? | -15% | -13 | 15% | -0.9 | 2% | i
O=S(=O)(Nc1cc(S(=O)(=O)N2CCOCC2)ccc1N1CCOCC1)c1ccc2c(c1)OCCO2 | 9% | 17% | -5% | 0% | 4 | -3% | 2.1 | 13% | i
Cc1c(Cl)cccc1S(=O)(=O)N1CCC(C(=O)NNC(=O)C2CC2)CC1 | 7% | 11% | 24µM* | -2% | 1 | 5% | 6.8 | 3% | -8%
C/C(=N\Nc1ccc(Cl)c(C(=O)O)c1)c1ccccn1 | 0% | -10% | -15% | 7% | -3 | 18% | -2.8 | 50%[activator] | 4%
COC(=O)c1ccc(/C=C2/C(=O)Oc3ccccc32)cc1 | -1% | -5% | 0% | 2% | -1 | -7% | -1.0 | 2% | i
CC(=O)Nc1ccc2nc(NS(=O)(=O)c3ccc(C)cc3)sc2c1 | 1% | -2% | -11% | 1% | 2 | 8%[7.66 µM] | -0.5 | 26%[7.66 µM] | i
COc1ccc(N2CCN(C(=O)C3CCCN(S(=O)(=O)c4c(C)noc4C)C3)CC2)cc1 (stereo not drawn) | 6% | 4% | -3% | -1% | -10 | -4% | 0.1 | 2% | -21%
CCOC(=O)c1c(C)[nH]c(N=Nc2ccccc2)c1C | 11% | 17% | -2% | -7% | -5 | ? | -0.2 | 10µM* | i
OC1(C#CCN2CCOCC2)CCCCC1 | 6% | -5% | -5% | -6% | 6 | 3% | -0.7 | 10% | i
Cc1cc(=O)cc(C)n1-c1ccc2c(c1)nc(C)n2-c1ccccc1 | -2% | 5% | -4% | -11% | · | -10% | -0.3 | -11% | -8%[57.5 µM]
CC(=O)Nc1ccc(S(=O)(=O)NCC(=O)OCC(=O)c2cc(C)n(-c3ccc4c(c3)OCO4)c2C)cc1 | 7% | 3% | -7% | 3% | -21 | -9% | 0.7 | 7% | i
CCOC(=O)C1=C(C)NC2=C(C(=O)c3ccccc32)C1c1cccnc1 (stereo not drawn) | -3% | -8% | -2% | -3% | -5 | -11% | -0.4 | 38%[activator] | i
Cc1ccc(-c2nnc(COC(=O)c3cccs3)o2)cc1 | 6% | 5% | 3% | 15% | -4 | 4% | 0.4 | 31%[activator] | i
C[C@H](CO)N1C[C@H](C)[C@@H](CN(C)Cc2ccc(Cl)c(Cl)c2)OCCCC[C@H](C)Oc2ccc(NC(=O)CCC(F)(F)F)cc2C1=O | -2% | -13% | -5% | -4% | 3 | ? | -1.1 | ? | -13%
Cc1cc(C)cc(N(C(=O)CNS(=O)(=O)c2ccccc2)C(C(=O)NCc2ccccc2)c2ccc(C)o2)c1 (stereo not drawn) | 2% | 0% | -7% | 5% | 5 | 4% | -5.3 | -9% | i

An excerpt from above, limited to EPAC1 antagonist and GLP-1R agonist:
structure,EPAC1 antagonist,GLP-1R agonist
O=c1ccn2c(n1)SC(c1ccccc1)C2 (stereo not drawn),5%,-2%
C/C(=N\Nc1ccc(Cl)c(C(=O)O)c1)c1ccccn1,7%,0%
